Assay outcomes from PubChem.
CHO-K1 Ca antag – counter-screen for M1 antagonists: effect in parental CHO-K1 cells; inhibition, % at 3 µM; actives 0.6% (n = 360,000); ATP-induced calcium, Fluo-8 fluorescence;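 active = inhibition above a per-plate cutoff, the plate's mean sample inhibition plus 3 SD, cut at about 24% in these data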;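 note: 0% = DMSO plus EC80 ATP and 100% = DMSO alone without ATP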
V1aR counter – agonists of human V1a receptor, primary screen, counter-screen for OXTR agonist project, fluorescence, CHO-V1R cells; activation, % at 3 µM; Fluo-8 calcium fluorescence, agonist mode; 0% DMSO, 100% 3 nM vasopressin; actives 0.25% (n = 320,000); AID 2797, 2010; Vasopressin V1a receptor (Homo sapiens), P37288;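 active = activation above the mean activation of all tested compounds plus 3 SD, per screening run, cut at about 20% in these data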;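 note: signal is peak over basal fluorescence ratio across a 100 second FLIPR read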
CHO parental Ca – ATP-evoked calcium signal inhibitors, parental CHO, primary screen, counter-screen for OX1R antagonist project, cell-based, fluorescence, Fluo-8 calcium dye; parental CHO-K1, ATP-induced calcium, Fluo-8 fluorescence; actives 0.63% (n = 330,000); inhibition, % at 5.6 µM;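 active = inhibition above that plate's mean sample inhibition plus 3 SD, cut at about 26% in these data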;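 note: 0% = ATP-challenged DMSO wells and 100% = DMSO wells without ATP; some compounds past the cut are filed as inactive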
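test system = CHO parental line | reagent = ATP stimulus | measured by = intracellular calcium via Fluo-8 no-wash fluorescent dye | control set = ATP and no-ATP DMSO wells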
TAAR1 antagonist – human TAAR1 antagonists, primary screen, Fluo-8 calcium fluorescence, CHO RD-HGA16 cells. Trace amine-associated receptor 1 (Homo sapiens), Q96RJ0. antagonist. inhibition, % at 3 µM. actives 1.5% (n = 360,000);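 active = inhibition above a per-plate cutoff, the mean inhibition of test compounds on that plate plus 3 SD, cut at about 49% in these data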;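 note: 0% = DMSO plus EC80 beta-PEA response and 100% = DMSO alone without agonist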
Target sequence (Q96RJ0 whole entry, looked up): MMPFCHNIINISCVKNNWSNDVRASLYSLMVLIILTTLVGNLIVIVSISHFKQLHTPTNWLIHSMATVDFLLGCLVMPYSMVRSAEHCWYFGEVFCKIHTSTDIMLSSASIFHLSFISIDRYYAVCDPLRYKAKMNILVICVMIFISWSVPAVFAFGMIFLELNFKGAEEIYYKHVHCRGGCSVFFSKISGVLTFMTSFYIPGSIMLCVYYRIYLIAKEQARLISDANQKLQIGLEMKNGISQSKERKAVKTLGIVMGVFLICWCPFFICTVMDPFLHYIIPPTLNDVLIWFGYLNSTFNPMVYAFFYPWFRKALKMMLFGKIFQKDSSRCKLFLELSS
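test system = CHO RD-HGA16 cells bearing hTAAR1 | replication = singlicate | controls = DMSO-only wells and EC80 β-PEA-stimulated wells | reagent = EC80 β-phenethylamine stimulus | read-out basis = percent inhibition of PEA-evoked calcium signal, max/basal emission ratio | schedule = seeding 17-24 h prior, 75-min 37 °C, 30-min RT dye loading | signal = kinetic Fluo-8 calcium fluorescence measurement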
OXTR potentiator – human OXTR potentiators, primary screen, fluorescence, CHO-OTR cells, Fluo-8 calcium | Oxytocin receptor (Homo sapiens), P30559 | Fluo-8 calcium fluorescence, potentiator mode; 0% = oxytocin EC15, 100% = EC100 | activation, % at 3 µM | actives 0.061% (n = 320,000);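 active = activation above that plate's cutoff, the mean activation of tested compounds plus 3 SD, cut at about 6.6% in these data, passing the limit was not always enough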;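 note: 100% uses oxytocin at 75 nM as the full agonist control; some results filed as inactive read as strong as hits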
Target sequence (P30559 whole entry, looked up): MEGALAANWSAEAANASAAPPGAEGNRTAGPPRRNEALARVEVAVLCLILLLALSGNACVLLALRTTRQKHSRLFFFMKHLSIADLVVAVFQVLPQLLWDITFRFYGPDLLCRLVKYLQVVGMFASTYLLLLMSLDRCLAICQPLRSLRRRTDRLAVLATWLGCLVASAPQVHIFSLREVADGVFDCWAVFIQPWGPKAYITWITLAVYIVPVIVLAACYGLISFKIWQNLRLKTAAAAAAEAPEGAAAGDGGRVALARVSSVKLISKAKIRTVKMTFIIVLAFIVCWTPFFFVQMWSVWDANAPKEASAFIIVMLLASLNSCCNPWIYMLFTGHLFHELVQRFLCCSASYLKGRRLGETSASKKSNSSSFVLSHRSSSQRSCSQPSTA
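Measured by – Fluo-8 calcium dye fluorescence · Test system – human OTR in CHO cells · Dosing – one concentration, 3.0 µM compound · Controls – EC15 oxytocin alone as 0%, 75 nM oxytocin as 100% · Evaluation – normalized max/min fluorescence ratio, % activation · Timing – 6 min pre-incubation, 100 s read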
OXTR ag – human OXTR agonists, primary screen, fluorescence, CHO-OTR cells, Fluo-8 calcium; Fluo-8 calcium fluorescence; normalized: DMSO 0%, oxytocin 100%; activation, % at 3 µM; actives 0.32% (n = 320,000);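 active = activation above the mean of all tested compounds plus 3 SD, cutoff set per screening run, cut at about 20% in these data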;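 note: peak over basal fluorescence ratio from a 100 s FLIPR kinetic read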
CHO-K1 Ca PAM – nonselective calcium activators in parental CHO-K1 cells, primary screen, counter-screen for M1 PAM project, cell-based, Fluo-8 calcium fluorescence, full deck, 1536-well; ATP EC20; 0% at ATP EC20, 100% at ATP max; activation, % at 3 µM; actives 0.02% (n = 360,000); AID 602247, 2012;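 active = activation above the run cutoff, the mean activation of all test compounds plus 3 SD, cut at about 40% in these data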;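 note: peak over basal fluorescence ratio in a 140 s read after ATP addition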
GPR7 antagonist – GPR7 receptor antagonists, primary screen, cell-based, fluorescence, single concentration. Neuropeptides B/W receptor type 1 (Homo sapiens), P48145. GPR7-expressing cells, fluorescence antagonist assay. inhibition, % at 4.4 µM. actives 1.1% (n = 290,000). AID 1861, 2009; in the data active = inhibition above about 16%, passing the limit was not always enough;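 note: cells stimulated with the agonist NPW; 0% = agonist with vehicle and 100% = vehicle without agonist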
Target sequence (P48145 whole entry, looked up): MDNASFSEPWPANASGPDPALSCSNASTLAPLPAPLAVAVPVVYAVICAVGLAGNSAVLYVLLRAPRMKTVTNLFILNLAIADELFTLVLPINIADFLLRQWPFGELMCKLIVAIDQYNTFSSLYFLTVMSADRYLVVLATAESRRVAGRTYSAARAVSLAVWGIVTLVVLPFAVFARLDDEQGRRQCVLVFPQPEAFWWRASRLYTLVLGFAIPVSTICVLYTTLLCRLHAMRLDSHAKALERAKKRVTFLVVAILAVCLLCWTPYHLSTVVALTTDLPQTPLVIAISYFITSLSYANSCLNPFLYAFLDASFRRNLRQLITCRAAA
M1 ag parental – counter-screen for M1 agonists: effect in parental CHO-K1 cells; actives 0.48% (n = 360,000); AID 602248, 2012; activation, % at 3 µM; Fluo-8 calcium fluorescence; scaled to maximal ATP response, vehicle zero; in the data active = activation above about 15%;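 note: untransfected CHO-K1 host cells lacking M1 receptor as counterscreen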
* hit, by the source's call; x = no result given.

SMILES	CHO-K1 Ca antag	V1aR counter	CHO parental Ca	TAAR1 antagonist	OXTR potentiator	OXTR ag	CHO-K1 Ca PAM	GPR7 antagonist	M1 ag parental
CC(C)Cc1cc(C(=O)Nc2cc(Cl)ccc2Cl)no1	-0.7	-0.2	-11.8	-40.2	-7.7	-0.3	15.2	-2.8	0.0
CCS(=O)(=O)N1CCc2cc(OC)c(OC)cc2C1	1.1	0.2	-10.4	0.8	-8.5	-0.1	6.2	-15.2	0.1
Clc1ccc2oc(-c3ccccc3)cc(=NCCCN3CCOCC3)c2c1	-14.1	x	x	3.4	x	x	20.2	-16.6	1.5
O=C(CN1CCOc2ccccc21)NC1CCN(Cc2ccccc2)CC1	-4.7	-0.5	-6.5	-6.8	-5.0	0.8	8.4	0.8	-0.2
c1ccc(CN2CCN(c3nc4ccccc4n4cnnc34)CC2)cc1	15.2	0.1	2.8	4.2	-7.4	-1.1	-13.4	-1.5	0.6
CCOC(=O)N1CCN(C(=O)CN(Cc2ccc(Cl)cc2)S(C)(=O)=O)CC1	-4.5	0.9	-22.6	16.2	-9.0	2.1	8.2	6.0	5.0
CCOC(=O)C1CCCN(c2c(NCCCN(C)Cc3ccccc3)c(=O)c2=O)C1 (stereo not drawn)	1.5	0.2	-5.0	5.3	-4.2	-0.4	-3.0	-19.4	-0.1
COCCCNC(=O)NC(=O)c1ccccc1	-1.9	0.6	1.4	-16.9	2.3	0.6	3.4	-5.1	0.4
CCOc1ccc2c(c1)sc1nc(C(=O)OC)cc(=O)n12	-8.9	0.4	-2.5	4.3	-4.5	-0.7	15.6	-4.9	0.4
O=C(O)/C(=C\c1cccs1)c1ccccc1	4.1	0.8	-12.9	3.6	-4.3	1.3	2.3	-6.9	-0.2

Shown with two lines to a compound: part of the list above
Results follow in this order: CHO-K1 Ca antag, V1aR counter, CHO parental Ca, TAAR1 antagonist, OXTR potentiator, OXTR ag, CHO-K1 Ca PAM, GPR7 antagonist, M1 ag parental
> COCCCNC(=O)NC(=O)c1ccccc1
    -1.9, 0.6, 1.4, -16.9, 2.3, 0.6, 3.4, -5.1, 0.4
> Clc1ccc2oc(-c3ccccc3)cc(=NCCCN3CCOCC3)c2c1
    -14.1, x, x, 3.4, x, x, 20.2, -16.6, 1.5
> O=C(O)/C(=C\c1cccs1)c1ccccc1
    4.1, 0.8, -12.9, 3.6, -4.3, 1.3, 2.3, -6.9, -0.2
> c1ccc(CN2CCN(c3nc4ccccc4n4cnnc34)CC2)cc1
    15.2, 0.1, 2.8, 4.2, -7.4, -1.1, -13.4, -1.5, 0.6

Additional records.
SMILES	CHO-K1 Ca antag	V1aR counter	CHO parental Ca	TAAR1 antagonist	OXTR potentiator	OXTR ag	CHO-K1 Ca PAM	GPR7 antagonist	M1 ag parental
COc1cccc(CC(NC(C)=O)C(=O)NC2CCN(c3c4c(nc5ncnn35)CCC4)CC2)c1OC (stereo not drawn)	x	0.0	-6.4	x	-5.6	0.6	x	1.6	x
O=C1c2ccc(-c3ccc(F)cc3OCc3ccccc3)cc2S(=O)(=O)c2cccc(C(=O)N3CCN(c4ncc(Br)cn4)CC3)c21	-4.0	0.8	-5.5	5.0	-4.0	-0.5	6.7	x	-0.5
CCOC(=O)NC(=O)c1cn(Nc2ncc(Cl)cc2C(F)(F)F)c(=O)[nH]c1=O	4.5	0.9	-11.6	-4.7	-3.6	-1.4	-22.6	-10.4	0.0
C=CCNC(=O)CC(=O)N/N=C/c1cccc(Br)c1	-5.4	0.6	-1.9	-1.2	-0.4	0.6	-8.9	-1.4	-0.5
CC1CCCCN1C(=O)c1cc2nc(-c3ccccc3)cc(-c3ccccc3)n2n1 (stereo not drawn)	-1.6	-0.2	16.7	47.4	-0.4	0.0	10.8	-13.6	1.5
CS(=O)(=O)N(CCC#N)Cc1ccco1	3.6	1.8	-2.0	5.3	-6.2	0.7	0.1	-18.9	-0.1
C/C=C(\C)C(=O)NCCN1C2=NC[C@H](C(C)C)N2C[C@@H]1Cc1ccc(OC)cc1	-11.1	0.6	-12.4	4.4	0.2	-0.1	14.3	-1.9	-0.3
O=C(OCC(=O)N1c2ccccc2Sc2ccccc21)C1CC(=O)N(Cc2ccco2)C1 (stereo not drawn)	-6.7	15.1	-8.8	31.1	-8.1	12.9	-4.9	9.1	4.1
O=C(Nc1ccc(Cl)c(Cl)c1)Nc1cc(C(=O)NC2CC2)ccc1Cl	x	11.6	-5.9	x	-7.7	8.2	x	-2.4	x
O=C(C1CC(=O)N(c2ccc3c(c2)OCCO3)C1)N1CCN(c2ccccc2O)CC1 (stereo not drawn)	-6.0	6.5	-18.5	30.2	-6.0	0.5	11.9	-7.8	9.2
COc1ccc(NC(=O)/C(N=Nc2cc(S(=O)(=O)Nc3ccc(OC)cc3)ccc2OC)=C(\C)O)cc1	-22.6	0.6	-5.9	-5.3	-5.4	0.4	12.3	-15.6	0.1
O=C(NC1CCN(S(=O)(=O)c2cccc(Cl)c2)CC1)C1CCCCC1	-10.7	1.8	-7.3	-9.9	4.2	0.4	6.1	-11.0	0.0
O=C(NCc1ccccc1)C1(C(F)(F)F)CC(CCCO)CCCO1 (stereo not drawn)	-2.2	0.1	-9.5	15.0	-0.2	-0.3	1.6	x	2.0
CCOC(=O)c1sc2ncnc(N3CCN(C)CC3)c2c1C	3.2	2.6	-2.4	-14.1	-8.7	-0.1	19.0	-10.4	0.5
COc1ccccc1C(=O)NCc1ccccn1	-3.4	1.0	-7.8	-11.0	2.2	0.3	0.2	-4.0	0.3
Cc1ccc(S(=O)(=O)N(C)C)cc1NC(=O)CN1C(=O)NC(Cc2ccccc2)C1=O (stereo not drawn)	10.0	0.6	-2.7	-24.3	6.6	-0.1	-22.2	x	-0.2
Cc1ccc(-c2nc3ncccn3c2NC(=O)C2CC2)cc1	-12.4	0.6	-1.1	-8.5	-10.6	-0.5	17.4	11.5	0.3
Cc1ccccc1N=C(NO)c1nonc1N	0.9	0.4	3.8	22.2	-8.8	0.1	-4.3	0.9	-0.1
CC(=O)Nc1cccc(-c2ccnc3c2CC(C)(C(=O)NCc2ccc(N(C)C)cc2)O3)c1 (stereo not drawn)	10.5	x	x	-23.2	x	x	-10.0	x	-0.1
CS(=O)(=O)c1ccc(-c2nnn(CC(=O)Nc3ccc4c(c3)OCCO4)n2)cc1	-11.7	0.0	2.6	21.0	-7.0	0.4	18.6	11.6	1.6
Cc1cc(=O)c2ccccc2[nH]1	-3.3	1.3	-6.8	11.0	-11.3	-0.7	2.7	-11.1	0.4
Clc1cccc(Cc2c(C3CCCCC3)nc3ccc(Cl)cn23)c1	1.6	x	x	-19.2	x	x	15.9	x	0.2
CC1(C)CC[C@]2(C(=O)O)CC[C@]3(C)C(=CCC4[C@@]5(C)CC[C@H](O)C(C)(C)C5CC[C@]43C)C2C1 (stereo partly drawn)	7.9	0.9	2.3	-11.4	-6.0	-0.5	-15.5	0.8	0.1
C=CCN(C(=O)c1cccc(C(F)(F)F)c1)C1(C(=O)Nc2ccccc2)CCN(C(C)C)CC1	2.6	0.8	-22.6	11.0	0.4	1.0	21.2	18.4*	6.3
Cc1ccc(OCc2nc(C#N)c(NCc3ccc4c(c3)OCO4)o2)cc1	-3.4	0.2	-4.2	35.1	-7.8	-2.2	16.1	7.1	0.0
Cc1cccc(N2CCN(C(=O)C3CC(=O)N(c4ccc5c(c4)OCCO5)C3)CC2C)c1 (stereo not drawn)	-0.8	8.6	-14.1	55.1*	-7.0	2.3	-3.1	x	11.2
CCOC(=O)Cc1csc(NC(=O)C2C3C=CC(C3)C2C(=O)O)n1 (stereo not drawn)	-2.9	0.1	10.4	10.5	-8.8	-0.2	11.5	-1.4	0.0
O=C(NC1CCCCC1)NC1CC2CCCC(C1)N2C1CCCC1 (stereo not drawn)	0.2	-0.2	0.0	14.7	-9.6	0.6	-3.9	-6.8	-0.3
COc1ccc(S(=O)(=O)N2CCN(C/C=C/c3ccccc3)CC2)cc1F	-5.5	1.2	5.0	-13.4	-25.7	-0.2	9.3	6.4	3.7
COc1ccc(S(=O)(=O)/C(C#N)=C/Nc2ccccc2F)cc1	-16.1	3.3	-11.5	11.6	-12.3	1.8	3.5	-14.3	7.3
Cc1cccc(-n2c(=O)c(C#N)cc3c(=O)n4ccccc4nc32)c1	-5.0	-1.7	-17.2	-31.7	2.1	-2.0	6.5	0.6	-0.4
C/C(=N\NC(=O)c1ccco1)c1ccc(NC(=O)c2ccccc2)cc1	-1.2	0.1	-1.6	-1.1	0.6	-0.3	22.8	-12.0	0.2
O=C(Nc1ccc(O)c2c(=O)cc(-c3ccccc3Cl)oc12)c1ccc(Cl)c(Cl)c1	19.3	0.3	-12.5	-2.8	-5.3	0.1	-8.5	x	0.2
Cc1cccc(N(C)C(=O)c2coc(=O)c3ccccc23)c1	-3.5	0.7	-10.8	-6.7	-12.1	-1.2	10.5	-11.1	0.6
COc1ccc(/C=N/NC(=O)c2cccc(COCC(F)(F)C(F)F)c2)cc1	-8.2	-0.7	-13.9	23.9	3.5	-0.1	18.6	0.8	2.3
Cc1cc(S(=O)(=O)NC2CCCCC2)c(C)s1	-3.9	-1.3	-4.0	-7.0	6.7	-1.3	13.8	-10.4	-0.1
Cc1nnc(SCc2cccc3ccccc23)s1	-15.2	0.6	-9.4	-38.1	-1.7	-3.6	20.6	-9.6	0.2
CCc1ccccc1Nc1nc2ccccc2[nH]1	-2.1	-1.4	-9.2	4.7	-9.4	-2.1	1.9	x	1.3
COC(=O)[C@H](Cc1ccccc1)NC(=O)NCCc1ccc(S(N)(=O)=O)cc1	-8.1	1.4	0.8	5.6	-0.8	0.1	16.2	0.7	0.6
O=C(Nc1nnc(SCC(=O)N2CCCCC2)s1)c1cccs1	-12.8	0.5	-7.7	-0.2	-4.0	-0.1	20.8	-4.1	0.5
COc1ccccc1CNCc1cc(OC)c(OC)c(OC)c1	-0.3	1.2	-11.1	17.0	-3.8	0.4	12.2	-16.8	-0.5
CCOc1ccc(CCNS(=O)(=O)c2c(C)nc3scc(C)n3c2=O)cc1OCC	-2.5	0.3	-12.3	3.6	-3.0	0.4	0.2	8.6	-0.2
CCc1nc2ccc(C(=O)NCCOc3ccc(OC)cc3)cn2c1N(C=O)Cc1ccc(OC)cc1	0.9	x	x	-16.1	x	x	10.5	x	1.3
